Screening data (PubChem BioAssay)
NadD inh: blocks S. aureus nicotinate mononucleotide adenylyltransferase | inhibition, % at 20 µM | 360,000 compounds, 0.78% hits | purified NadD enzyme, colorimetric absorbance read-out | AID 602399; in the data active = inhibition above about 26%; also: some compounds past the cut are filed as inactive
Rpn11 inh: blocks the human proteasome subunit Rpn11. O00487. human 26S proteasome, Ub4-pepOG fluorescence polarization; 20S core pre-blocked with epoxomicin. calls only at 20 µM. 360,000 compounds, 0.59% hits;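 active = inhibition at 20 µM, scaled to each plate's controls, above about 33%, limit read from the data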
CSN inh: inhibitors of human CSN-mediated cullin deneddylation; Purified CSN, SCF-Nedd8-OG deneddylation, fluorescence polarization; AID 651999; 360,000 compounds, 0.38% hits; Q92905; inhibition, % at 12.5 µM;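 active = pattern-corrected inhibition above about 35%, with an unprinted fluorescence ratio check between 0.5 and 1.5, limit read from the data, passing the limit was not always enough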;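 also: 0% = enzyme with substrate and 100% = substrate without enzyme; some results filed as inactive read as strong as hits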
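Schedule: reaction 90 min, room temperature / Assay system: HEK293T-derived human Csn5 enzyme / Input: Csn5 at 0.24 nM final / Measure: inhibition of Csn5 cleavage, % / Control set: substrate-only high control, full reaction low control / Technique: fluorescence polarization of the substrate / Buffer or medium: Tris/NaCl/DTT buffer, pH 7.5 / Reagent: SCFSkp2-Nedd8OG substrate at 10 nM final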
Scp-1 inhibitor: Scp-1 (human) phosphatase inhibition | Recombinant Scp1, phosphopeptide, malachite green phosphate absorbance | inhibition, % at 20 µM | 340,000 compounds, 0.88% hits | AID 493091;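 active = inhibition above about 50% at 20 µM, limit read from the data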;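 also: plate controls were DMSO wells with enzyme for no effect and wells lacking enzyme for full effect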
Target sequence (Q9GZU7 76-261 limits assumed): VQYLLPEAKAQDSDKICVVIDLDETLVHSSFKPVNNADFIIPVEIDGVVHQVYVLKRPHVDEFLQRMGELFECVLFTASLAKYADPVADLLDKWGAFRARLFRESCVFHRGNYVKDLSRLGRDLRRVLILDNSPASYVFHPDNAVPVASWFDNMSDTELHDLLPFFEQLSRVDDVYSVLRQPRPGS
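Test system: SCP-1 phosphatase catalytic domain, residues 76-261; measured by: colorimetric phosphate reagent with accelerator and stabiliser, absorbance at 630 nm; timing: enzyme reaction 45 min at room temperature, colour 5 min, stabilisation 30 min; also added: Phosphorylated 17-residue peptide substrate; compound dosing: one concentration, 20 µM, with 1.0% DMSO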
LMPTP inh: LMPTP (human) inhibition. AID 651560. 360,000 compounds, 0.22% hits. recombinant LMPTP-A, OMFP fluorogenic substrate, fluorescence intensity. inhibition, % at 20 µM. P24666;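 active = compounds that cut the enzyme signal by at least half of the control window in the single-dose screen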;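 also: plate controls were DMSO wells with enzyme plus substrate for no effect and substrate without enzyme for full effect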
Target sequence (P24666 whole entry, looked up): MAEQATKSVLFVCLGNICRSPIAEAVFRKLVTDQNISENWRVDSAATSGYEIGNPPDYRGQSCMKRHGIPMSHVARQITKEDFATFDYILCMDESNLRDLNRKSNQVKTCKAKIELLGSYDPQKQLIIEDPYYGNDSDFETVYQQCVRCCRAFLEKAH
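Test system: LMPTP-A phosphatase enzyme. Amount: LMPTP-A at 0.625 nM final in the reaction. Reagent: OMFP substrate, 400 µM final. Times: 50 min at room temperature. Signal: endpoint fluorescence intensity from OMFP dephosphorylation. Read-out basis: % inhibition. Benchmarks: no-enzyme and uninhibited controls.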
Tb MetRS inh: Trypanosoma brucei MetRS inhibition; purified T. brucei MetRS, ATP depletion, Kinase-Glo luminescence; inhibition, % at 11.9 µM; 360,000 compounds, 0.4% hits;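 active = inhibition above a per-plate cutoff of the control wells' mean inhibition plus 3 SD, cut at about 5.5% in these data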;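 also: 0% = DMSO wells median and 100% = median of wells with control inhibitor compound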
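Measured by: Kinase-Glo luciferase luminescence reporting remaining unconsumed ATP. Material: purified T. brucei MetRS enzyme. Doses: 11.9 µM compound single dose, 0.9% DMSO. Medium: HEPES buffer containing pyrophosphatase, BSA, spermine, DTT. Times: 15 min preincubation, 2 h reaction, all 25 °C. Reagent: methionine, ATP and bulk E. coli tRNA.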
SUMO1-SIM PPI: SUMO1-SIM interaction modulation; inhibition, % at 20 µM; P63165; AID 602429; 360,000 compounds, 0.33% hits; SUMO1 binding to a labelled peptide, TR-FRET, 1 h; in the data active = inhibition above about 37%
DNMT1 inh: blocks human DNA methyltransferase DNMT1; P26358; DNMT1 molecular beacon, Hinp1I cleavage, fluorescence; inhibition (reported as % activation of signal), % at 10 µM; 360,000 compounds, 0.83% hits; AID 588458; in the data active = inhibition above about 50%
STEP inh: inhibitors of human striatal-enriched phosphatase STEP. P54829. recombinant STEP, OMFP fluorogenic substrate, fluorescence. inhibition, % at 20 µM. 360,000 compounds, 0.25% hits;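 active = inhibition at 20 µM, scaled per plate between control wells, above about 37%, limit read from the data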;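 also: 0% = DMSO with enzyme and substrate and 100% = substrate only without enzyme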
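Also added – OMFP at 25 µM · Test system – STEP tyrosine phosphatase · Technique – FITC-channel fluorescence of OMFP product · Schedule – 20 min at room temperature, dark · Evaluation – control-normalized % inhibition with plate pattern correction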
MLLE-PAM2 inh: blocks PAM2 peptide binding to the PABP1 MLLE domain | P11940 | GST-MLLE / FITC-PAM2 fluorescence polarization | inhibition, % at 20 µM | 360,000 compounds, 0.36% hits; in the data active = inhibition above about 35%, passing the limit was not always enough;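 also: plate controls were DMSO wells with GST-MLLE for no effect and wells lacking GST-MLLE protein for full effect; some results filed as inactive read as strong as hits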
Target sequence (P11940 whole entry, looked up, the tested form may be a part): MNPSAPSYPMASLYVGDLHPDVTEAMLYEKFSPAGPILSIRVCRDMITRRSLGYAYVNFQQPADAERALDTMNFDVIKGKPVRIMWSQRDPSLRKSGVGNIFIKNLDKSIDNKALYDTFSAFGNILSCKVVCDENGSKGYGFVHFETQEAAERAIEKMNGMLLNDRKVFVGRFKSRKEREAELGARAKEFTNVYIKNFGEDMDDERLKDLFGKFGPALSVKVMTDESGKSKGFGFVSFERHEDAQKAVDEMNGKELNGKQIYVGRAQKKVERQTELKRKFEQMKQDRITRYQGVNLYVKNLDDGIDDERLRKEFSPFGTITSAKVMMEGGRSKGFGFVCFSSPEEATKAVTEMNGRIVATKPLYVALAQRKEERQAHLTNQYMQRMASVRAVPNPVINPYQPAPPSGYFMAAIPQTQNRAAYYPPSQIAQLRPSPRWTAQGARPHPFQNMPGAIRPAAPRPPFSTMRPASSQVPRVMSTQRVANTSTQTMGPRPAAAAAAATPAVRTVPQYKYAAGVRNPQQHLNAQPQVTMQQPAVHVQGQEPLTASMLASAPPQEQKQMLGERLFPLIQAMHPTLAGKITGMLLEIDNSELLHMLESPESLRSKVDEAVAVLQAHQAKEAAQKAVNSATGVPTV
An asterisk follows results filed as active; & = joins results of further samples.

CC(=O)c1c(C)[nH]c(C(=O)CSc2nc3ccccc3c(=O)n2CCCO)c1C was read as NadD inh 5, Rpn11 inh inactive, CSN inh 6, Scp-1 inhibitor 2, LMPTP inh 0.8, Tb MetRS inh 0.0, SUMO1-SIM PPI 9, DNMT1 inh -4, STEP inh 0 and MLLE-PAM2 inh -23.
`COc1cc(CCC(=O)OCC(N)=O)cc(OC)c1OC` gave NadD inh -6, Rpn11 inh inactive, CSN inh -8, Scp-1 inhibitor 1, LMPTP inh 0.0, Tb MetRS inh -1.3, SUMO1-SIM PPI 0, DNMT1 inh -2, STEP inh -2 and MLLE-PAM2 inh -16.
`CN1C[C@@H]2[C@@H]3C(=O)N(Cc4ccccc4)C(=O)[C@@H]3[C@](Cc3ccccc3)(C1=O)N2C(=O)c1ccc(Cl)cc1` gave NadD inh 0, Rpn11 inh inactive, CSN inh 7, Scp-1 inhibitor -3, LMPTP inh -0.6, Tb MetRS inh 0.4, SUMO1-SIM PPI 3, DNMT1 inh -6, STEP inh 0 and MLLE-PAM2 inh -6.
For O=C1/C(=N\S(=O)(=O)c2cccs2)C([n+]2cccc(Cc3ccccc3)c2)=C([O-])c2ccccc21 the results were NadD inh 13, Rpn11 inh inactive, CSN inh -17, Scp-1 inhibitor 3, LMPTP inh 3.0, Tb MetRS inh -0.8, SUMO1-SIM PPI -11, DNMT1 inh 2, STEP inh -16 and MLLE-PAM2 inh 84.
`Cc1ccc2c(c1)CC1(CN2C)C(=O)OC2(CCCCC2)OC1=O` gave NadD inh 3, Rpn11 inh inactive, CSN inh -1, Scp-1 inhibitor -8, LMPTP inh -4.0, Tb MetRS inh -0.2, SUMO1-SIM PPI -1, DNMT1 inh -3, STEP inh 0 and MLLE-PAM2 inh 12.
C=CCNC(=O)Nc1ccc(F)c(Cl)c1 was read as NadD inh 0, Rpn11 inh inactive, CSN inh -8, Scp-1 inhibitor -4, LMPTP inh -0.5, Tb MetRS inh -0.2, SUMO1-SIM PPI 0, DNMT1 inh -2, STEP inh 2 and MLLE-PAM2 inh 5.
Cc1cc(NC(=O)CSc2nnc(-c3ccco3)n2N)no1 was read as NadD inh 5, Rpn11 inh inactive, CSN inh 6, Scp-1 inhibitor 0, LMPTP inh -1.7, Tb MetRS inh -0.1, SUMO1-SIM PPI 3, DNMT1 inh 4, STEP inh 0 and MLLE-PAM2 inh 5.
`CCN(CC)S(=O)(=O)c1cc(NC(=O)c2ccccc2OCc2c(C)noc2C)ccc1C` gave NadD inh -10, Rpn11 inh inactive, CSN inh -4, Scp-1 inhibitor -11, LMPTP inh 0.6, Tb MetRS inh -0.1, SUMO1-SIM PPI 4, DNMT1 inh -6, STEP inh -2 and MLLE-PAM2 inh -1.
For CC(C)(CC(=O)O)CC(=O)NNc1ncccc1C#N the results were NadD inh 1, Rpn11 inh inactive, CSN inh 0, Scp-1 inhibitor -13, LMPTP inh -1.7, Tb MetRS inh 0.3, SUMO1-SIM PPI 2, DNMT1 inh -1, STEP inh 11 and MLLE-PAM2 inh 2.
`CC1=C(C(=O)Nc2ccccc2)C(c2ccco2)C(C#N)=C(SCC(=O)Nc2cccc(C)c2C)N1` (stereo not drawn) gave NadD inh 11, Rpn11 inh inactive, CSN inh 1, Scp-1 inhibitor -5, LMPTP inh 0.6, Tb MetRS inh -1.5, SUMO1-SIM PPI 1, DNMT1 inh 15, STEP inh 1 and MLLE-PAM2 inh 1.

A portion of the results above, for reference:
CC(=O)c1c(C)[nH]c(C(=O)CSc2nc3ccccc3c(=O)n2CCCO)c1C was read as NadD inh 5, Rpn11 inh inactive, CSN inh 6, Scp-1 inhibitor 2, LMPTP inh 0.8, Tb MetRS inh 0.0, SUMO1-SIM PPI 9, DNMT1 inh -4, STEP inh 0 and MLLE-PAM2 inh -23.
`COc1cc(CCC(=O)OCC(N)=O)cc(OC)c1OC` gave NadD inh -6, Rpn11 inh inactive, CSN inh -8, Scp-1 inhibitor 1, LMPTP inh 0.0, Tb MetRS inh -1.3, SUMO1-SIM PPI 0, DNMT1 inh -2, STEP inh -2 and MLLE-PAM2 inh -16.

Going on with the list.
`Cc1ccc(-c2nn3c(C)nnc3s2)cc1NC(=O)c1cccs1` gave NadD inh 5, Rpn11 inh inactive, CSN inh -6, Scp-1 inhibitor -3, LMPTP inh 2.2, Tb MetRS inh -0.3, SUMO1-SIM PPI 10, DNMT1 inh 3, STEP inh 1 and MLLE-PAM2 inh -19.
For COc1ccc(CCNC(=O)C2CCN(C(=O)c3ccc(F)cc3)CC2)cc1OC the results were NadD inh -4, Rpn11 inh inactive, CSN inh -3, Scp-1 inhibitor -7, LMPTP inh 0.5, Tb MetRS inh -0.8, SUMO1-SIM PPI 2, DNMT1 inh 3, STEP inh -2 and MLLE-PAM2 inh 1.
For O=C1NC[C@@H](CCCCN2C[C@H](Cc3ccc(O)cc3)N(CCc3ccc(O)cc3)C(=O)C2=O)N(CCc2ccccc2)C1=O the results were NadD inh 8, CSN inh -3, LMPTP inh 2.3, Tb MetRS inh -0.7 and SUMO1-SIM PPI 10.
For CCn1c(C)nc2cc(NC(=O)Nc3cccc(C(C)=O)c3)ccc21 the results were NadD inh -4, Rpn11 inh inactive, CSN inh 2, Scp-1 inhibitor -10, LMPTP inh -0.8, Tb MetRS inh -0.2, SUMO1-SIM PPI 4, DNMT1 inh -2, STEP inh 2 and MLLE-PAM2 inh 15.
`CCN(CC)C(=O)c1ccccc1NS(=O)(=O)c1ccc(C)cc1` gave NadD inh 2, Rpn11 inh inactive, CSN inh -3, Scp-1 inhibitor -4, LMPTP inh -0.8, Tb MetRS inh 0.0, SUMO1-SIM PPI -2, DNMT1 inh 1, STEP inh -2 and MLLE-PAM2 inh 3.
For CCOC(=O)C1(Cc2ccccc2)CCCN(C(=O)COc2ccccc2OC)C1 (stereo not drawn) the results were NadD inh 0, Rpn11 inh inactive, CSN inh 2, LMPTP inh -1.4, Tb MetRS inh -0.1, SUMO1-SIM PPI -3, DNMT1 inh 0, STEP inh 0 and MLLE-PAM2 inh -2.
Cc1nnc(NC(=O)CCCOc2ccccc2)s1 was read as NadD inh 2, Rpn11 inh inactive, CSN inh -2, Scp-1 inhibitor 1, LMPTP inh 0.7, Tb MetRS inh 0.3, SUMO1-SIM PPI -2, DNMT1 inh 0, STEP inh 0 and MLLE-PAM2 inh 12.
Screening O=S1(=O)N[C@@H](Cc2ccccc2)COc2cccc(N3CCC[C@H]3CO)c21 returned NadD inh -4, CSN inh 0, LMPTP inh 1.0, Tb MetRS inh -0.2 and SUMO1-SIM PPI 4.
For Nc1nc2cc(Cl)ccc2cc1C(=O)NCCCc1ccccc1 the results were NadD inh 2, CSN inh -5, LMPTP inh 1.6, Tb MetRS inh -0.1 and SUMO1-SIM PPI -3.
Screening NS(=O)(=O)c1ccc(NC(=O)/C=C/c2cccc(Cl)c2)cc1 returned NadD inh -6, Rpn11 inh inactive, CSN inh 1, Scp-1 inhibitor -7, LMPTP inh 0.3, Tb MetRS inh -0.4, SUMO1-SIM PPI 3, DNMT1 inh -9, STEP inh -2 and MLLE-PAM2 inh 7.
Screening COCCNC(=O)CCC1CCN(Cc2cccc(Oc3ccccc3)c2)CC1 returned NadD inh -4, Rpn11 inh inactive, CSN inh 1, Scp-1 inhibitor 2, LMPTP inh -2.0, Tb MetRS inh -1.8, SUMO1-SIM PPI 2, DNMT1 inh 7, STEP inh -3 and MLLE-PAM2 inh 1.
Screening COc1ccc(-n2c(COc3cccc4ccccc34)nnc2SC(C)C(=O)O)cc1 (stereo not drawn) returned NadD inh 5, Rpn11 inh inactive, CSN inh -3, Scp-1 inhibitor 9, LMPTP inh 0.6, Tb MetRS inh -0.9, SUMO1-SIM PPI 2, DNMT1 inh 0, STEP inh -5 and MLLE-PAM2 inh -17.
Screening CCc1c(C)nc2c(C#N)c[nH]n2c1=O returned NadD inh -2, Rpn11 inh inactive, CSN inh -4, Scp-1 inhibitor -10, LMPTP inh 0.8, Tb MetRS inh -0.7, SUMO1-SIM PPI 16, DNMT1 inh 0, STEP inh 5 and MLLE-PAM2 inh -4.
`CCN1CCc2c(sc(NC(=O)c3ccc(S(=O)(=O)N(C)c4ccccc4)cc3)c2C(=O)NC)C1` gave NadD inh 2, Rpn11 inh inactive, CSN inh 19, Scp-1 inhibitor 1, LMPTP inh 1.7, Tb MetRS inh -0.1, SUMO1-SIM PPI -16, DNMT1 inh -15, STEP inh -14 and MLLE-PAM2 inh -15.
`O=C(O)/C=C\C(=O)Nc1ccc(Oc2ccccc2)cc1` gave NadD inh -3, Rpn11 inh inactive, CSN inh 1, Scp-1 inhibitor -2, LMPTP inh -1.2, Tb MetRS inh 0.2, SUMO1-SIM PPI 5, DNMT1 inh 1, STEP inh 3 and MLLE-PAM2 inh 0.
Cc1cccc(C(=O)N[C@H](C(=O)Nc2cc(S(=O)(=O)N3CCCCC3)ccc2C)C(C)C)c1 was read as NadD inh -4, Rpn11 inh inactive, CSN inh -3, Scp-1 inhibitor -6, LMPTP inh -0.2, Tb MetRS inh -0.2, SUMO1-SIM PPI 1, DNMT1 inh -4, STEP inh 0 and MLLE-PAM2 inh -4.
For CC(=O)NC1=NN(c2ccccc2)C(=O)C1 the results were NadD inh 0, Rpn11 inh inactive, CSN inh 1, Scp-1 inhibitor -8, LMPTP inh -1.2, Tb MetRS inh -0.2, SUMO1-SIM PPI 3, DNMT1 inh -7, STEP inh 3 and MLLE-PAM2 inh 9.
Screening Cc1cccc2c(C(=O)O)c3c(nc12)CCCCC3 returned NadD inh -3, Rpn11 inh inactive, CSN inh 0, Scp-1 inhibitor -12, LMPTP inh -1.7, Tb MetRS inh -0.9, SUMO1-SIM PPI 4, DNMT1 inh 0, STEP inh -4 and MLLE-PAM2 inh 7.
CC(N=C(NC#N)Nc1ccncc1)C(C)(C)C (stereo not drawn) was read as NadD inh 0&6, Rpn11 inh inactive, CSN inh -6&-2, Scp-1 inhibitor 5&-9, LMPTP inh -0.7&0.5, Tb MetRS inh -1.4&-1.0, SUMO1-SIM PPI 0&1, DNMT1 inh 0&-2, STEP inh 1&-1 and MLLE-PAM2 inh -5&3.
